TbMetRS inhib: T. brucei MetRS inhibitors, primary screen, biochemical, luminescence | purified T. brucei MetRS, ATP depletion, Kinase-Glo luminescence | AID 624268, 2012 | 0.4% of 360,000 active | methionyl-tRNA synthetase (Trypanosoma brucei brucei) | inhibition, % at 11.9 µM;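 active = inhibition above a per-plate cutoff of the control wells' mean inhibition plus 3 SD, cut at about 5.5% in these data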;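 also: 0% = DMSO wells median and 100% = median of wells with control inhibitor compound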
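Test system: purified T. brucei MetRS enzyme. Also added: ATP, methionine and E. coli bulk tRNA substrates. Compound: 11.9 µM single point. Schedule: 15 min enzyme-compound preincubation, 2 h reaction, 10 min detection, 25 °C. Signal: luciferase luminescence of residual ATP, Kinase-Glo. Evaluation: percent inhibition versus plate control medians. Controls: DMSO wells, low control.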
E coli Lon inh: inhibitors of E. coli Lon protease, primary screen, biochemical, fluorescence polarization; P0A9M0; purified E. coli Lon protease; inhibition, % at 7.94 µM; 0.42% of 360,000 active; AID 602123, 2011; in the data active = inhibition above about 13%, passing the limit was not always enough;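 also: 0% = enzyme with probe and DMSO and 100% = no enzyme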
FAS-TE inh: FAS thioesterase domain inhibitors, primary screen, biochemical, fluorescence intensity, uHTS; inhibition, % at 15 µM; 0.67% of 360,000 active; AID 602261, 2012; recombinant FAS-TE, OMFH fluorogenic substrate, fluorescence endpoint;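 active = compounds whose normalised, plate-corrected inhibition of enzyme fluorescence in the single-dose primary screen is 50% or more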;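 also: 0% = DMSO with enzyme and 100% = substrate without enzyme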
Neddyl block: inhibitors of cullin neddylation, primary screen, biochemical, TR-FRET, uHTS, NAE and Ubc12; calls only at 25 µM; 0.58% of 360,000 active; AID 651699, 2012; in the data active = inhibition above about 36%
Target sequence (P61081 whole entry, looked up): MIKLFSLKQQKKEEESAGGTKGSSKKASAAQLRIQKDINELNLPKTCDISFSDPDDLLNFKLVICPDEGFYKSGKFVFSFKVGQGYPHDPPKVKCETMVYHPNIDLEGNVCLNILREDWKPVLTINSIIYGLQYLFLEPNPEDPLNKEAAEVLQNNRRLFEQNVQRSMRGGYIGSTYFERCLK
Target sequence (Q13564 whole entry, looked up): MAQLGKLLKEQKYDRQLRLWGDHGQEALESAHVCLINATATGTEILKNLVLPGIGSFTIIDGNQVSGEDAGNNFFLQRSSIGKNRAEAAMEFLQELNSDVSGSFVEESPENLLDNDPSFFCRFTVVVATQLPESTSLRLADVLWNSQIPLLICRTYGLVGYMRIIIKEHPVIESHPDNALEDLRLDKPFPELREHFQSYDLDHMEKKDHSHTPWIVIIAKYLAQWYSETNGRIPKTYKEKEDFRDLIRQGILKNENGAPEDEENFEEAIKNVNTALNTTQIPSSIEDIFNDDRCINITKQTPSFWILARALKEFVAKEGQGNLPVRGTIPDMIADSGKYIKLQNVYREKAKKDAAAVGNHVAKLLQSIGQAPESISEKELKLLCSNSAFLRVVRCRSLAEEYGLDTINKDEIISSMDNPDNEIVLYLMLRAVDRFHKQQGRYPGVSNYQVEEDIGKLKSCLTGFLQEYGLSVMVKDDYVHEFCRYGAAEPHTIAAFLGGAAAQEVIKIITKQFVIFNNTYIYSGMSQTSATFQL
Rin1-Abl PPI inh: inhibitors of Rin1-Abl protein binding, primary screen, biochemical, TR-FRET; Tyrosine-protein kinase ABL1 (Homo sapiens) + Ras and Rab interactor 1 (Homo sapiens), …; inhibition, % at 7.35 µM; 0.4% of 360,000 active; in the data active = inhibition above about 5%, passing the limit was not always enough
MsrA act: bovine MsrA enzyme activators, primary screen, biochemical, absorbance, HTS; 0.3% of 360,000 active; purified bovine MsrA, absorbance read-out; Methionine sulfoxide reductase A (Bos taurus); activation, % at 10.6 µM; in the data active = activation above about 7.5%;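 also: 0% = vehicle and 100% = reference activator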
CSN inh: inhibitors of CSN-mediated cullin deneddylation, primary screen, biochemical, fluorescence polarization, uHTS; COP9 signalosome complex subunit 5 (Homo sapiens), Q92905; Purified CSN, SCF-Nedd8-OG deneddylation; inhibition, % at 12.5 µM; 0.38% of 360,000 active;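 active = pattern-corrected inhibition above about 35%, with an unprinted fluorescence ratio check between 0.5 and 1.5, limit read from the data, passing the limit was not always enough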;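 also: 0% = enzyme with substrate and 100% = substrate without enzyme; some results filed as inactive read as strong as hits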
Target sequence (Q92905 whole entry, looked up, one chain of several): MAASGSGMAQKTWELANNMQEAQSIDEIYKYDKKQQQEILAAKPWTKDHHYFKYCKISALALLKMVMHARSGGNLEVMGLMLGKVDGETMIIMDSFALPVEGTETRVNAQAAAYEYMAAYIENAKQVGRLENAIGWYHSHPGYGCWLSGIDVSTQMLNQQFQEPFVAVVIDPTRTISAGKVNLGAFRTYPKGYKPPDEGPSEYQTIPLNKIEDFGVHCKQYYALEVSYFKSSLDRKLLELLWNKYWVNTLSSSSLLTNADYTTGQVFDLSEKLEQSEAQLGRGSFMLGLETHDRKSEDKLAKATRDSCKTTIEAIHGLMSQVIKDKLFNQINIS
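test system = HEK293T-derived human Csn5 enzyme | amount = 0.24 nM Csn5 enzyme, final concentration | medium = Tris/NaCl/DTT buffer, pH 7.5 | schedule = 90 min reaction at room temperature | signal = FP | evaluation = inhibition of Csn5 cleavage, % | compound dosing = single dose of 12.5 µM compound with 0.25% DMSO | probe or stimulus = 10 nM SCFSkp2-Nedd8OG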
PABP1 MLLE inh: inhibitors of PABP1 MLLE–PAM2 peptide binding, primary screen, biochemical, fluorescence polarization, FITC-PAM2, GST-MLLE; Polyadenylate-binding protein 1 (Homo sapiens), P11940; AID 588489, 2011; 0.36% of 360,000 active; inhibition, % at 20 µM; in the data active = inhibition above about 35%, passing the limit was not always enough;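 also: plate controls were DMSO wells with GST-MLLE for no effect and wells lacking GST-MLLE protein for full effect; some results filed as inactive read as strong as hits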
MsrA inh: bovine MsrA enzyme inhibitors, primary screen, biochemical, absorbance, HTS; Methionine sulfoxide reductase A (Bos taurus); purified bovine MsrA, absorbance read-out; inhibition, % at 15.5 µM; 0.75% of 360,000 active; in the data active = inhibition above about 4.5%;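 also: 0% = vehicle wells with enzyme and 100% = reference inhibitor wells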
Active calls of the source: *; i = inactive; · = not tested or not shown.

SMILES | TbMetRS inhib | E coli Lon inh | FAS-TE inh | Neddyl block | Rin1-Abl PPI inh | MsrA act | CSN inh | PABP1 MLLE inh | MsrA inh
O=c1c(O)cccc2cc(O)c(O)c(O)c12 | 0.4 | 15 | 33 | i | 43* | -13 | 69 | 38* | 1.2
CCCCCNc1nc2sc3c(c2c(=O)n1-c1cccc(Cl)c1)CCN(C)C3 | -1.3 | -41 | 0 | · | -2 | -8 | 19 | -68 | 1.1
COc1cc(C(=O)Nc2ccncc2)c([N+](=O)[O-])cc1OC | 0.3 | -8 | -3 | i | -2 | 1 | 4 | 11 | -0.1
CC(C)CC(CO)N1CCN(C(=O)c2ccc(C(C)(C)C)cc2)CCC1=O (stereo not drawn) | -0.2 | -7 | 15 | i | 8 | -1 | 1 | 3 | -0.8
CCOC(=O)N1CCC(n2c(SCC(=O)Nc3ccccc3OC)nc3ccccc3c2=O)CC1 | -0.2 | -6 | 36 | i | 3 | 1 | 0 | 6 | 0.1
O=c1[nH]nc(-c2ccc[nH]2)[nH]1 | -0.3 | 3 | -10 | i | 5 | -9 | -3 | 8 | -0.4
C=CCn1c2ccccc2c2nnc(SC(CC)C(=O)Nc3nc(C)c(C(=O)OCC)s3)nc21 (stereo not drawn) | -1.1 | 1 | 28 | i | 3 | -7 | -2 | -3 | -0.1
O=C(O)c1ccccc1C(=O)NCc1ccc(F)cc1 | -0.9 | -7 | -7 | i | -2 | -12 | -4 | -1 | 0.2
COc1ncnc(-c2ccccc2)c1-c1ccccc1 | 0.1 | -1 | 2 | i | -3 | -4 | 2 | 4 | 0.3
CNC(=O)NC(=O)Cn1nc2n(c1=O)-c1ccccc1SC2 | -0.6 | -1 | -4 | i | 4 | -1 | 0 | 9 | 0.0
CN(C)S(=O)(=O)c1cc(NC(=O)CNCc2ccccc2)ccc1Cl | 0.1 | -9 | -2 | i | -2 | -1 | 6 | -2 | 0.5
C/C(=N/N1CCN(Cc2cccc3ccccc23)CC1)c1ccco1 | 0.1 | -6 | 8 | i | 0 | -1 | 1 | -1 | -0.3
Cc1ccc(-c2nc3ccccn3c2C=O)cc1 | -0.1 | -4 | 2 | i | 0 | -3 | 2 | 31 | 1.1
O=c1cc(CN2CCN(c3ccc(F)cc3)CC2)c2cc3c(cc2o1)CCCC3 | -0.5 | 2 | -11 | i | -1 | -1 | 6 | -15 | -0.1
O=c1[nH][nH]c2c1[C@H](CCc1cccc(Cl)c1)O[C@H](CCc1ccccc1)C2 | 0.0 | 0 | -110 | i | · | -1 | -6 | · | -1.1
COC(=O)c1c(NC(=O)Cc2ccccc2)sc(C)c1C | -0.6 | 0 | 5 | i | 2 | -6 | 0 | 16 | -0.4
Cc1nn(C)c(C)c1/C=C(\C#N)C(N)=O | -0.9 | -2 | -8 | i | -1 | -2 | -10 | 7 | 2.6
COC(=O)c1ccc(NC(=S)NCCCn2ccnc2)cc1 | -0.5 | -6 | -5 | i | 1 | -4 | -14 | -6 | 1.7
O=C(Cc1ccccc1[N+](=O)[O-])OCC(=O)c1c[nH]c2ccccc12 | 0.6 | -9 | 4 | i | -2 | -4 | -10 | -3 | 1.9
CCOc1ccc(C2C(C(=O)c3ccco3)=C(O)C(=O)N2CCCn2ccnc2)cc1 (stereo not drawn) | -0.4 | 2 | -2 | i | -3 | 3 | -2 | 2 | 1.8
NC(=O)C1CCCN1Cc1ccc2c(c1)OCO2 (stereo not drawn) | -0.2 | -19 | -4 | i | 0 | 0 | -5 | -7 | -0.3
CCOC(=O)c1cccc(NC(=O)CSc2nnc(COc3ccccc3)n2CC)c1 | -1.2 | -5 | 6 | i | 1 | -2 | 0 | -5 | -0.7
COc1ccc(C)cc1N(C(=O)c1ccco1)C(C(=O)NC1CCCC1)c1ccc(N2CCOCC2)cc1 (stereo not drawn) | -0.7 | 3 | 4 | i | 3 | -9 | 2 | 15 | 0.0
Cc1ccnc(NC(=O)CCC(=O)N(CC(=O)NCc2ccccc2)Cc2ccccc2)c1 | 0.1 | -9 | -3 | i | 1 | -1 | 3 | 16 | -1.3
Cc1ccc2c(c1)CCCN2C(=O)c1cc(C)c(C)s1 | -0.5 | 6 | 11 | i | 1 | -5 | 0 | -10 | 0.5
(further entries)
SMILES | TbMetRS inhib | E coli Lon inh | FAS-TE inh | Neddyl block | Rin1-Abl PPI inh | MsrA act | CSN inh | PABP1 MLLE inh | MsrA inh
CCn1cc(CN2CCC(n3nccc3NC(=O)c3cccc(F)c3)CC2)cn1 | -0.1 | -4 | -6 | i | 2 | -3 | 2 | -5 | 0.7
CCC(C)N(C(=O)COC(=O)C1C(C(=O)OC)=C(C)NC(C)=C1C(=O)OC)C1CCS(=O)(=O)C1 (stereo not drawn) | 0.7 | 3 | -11 | i | -3 | -1 | 8 | -2 | 1.3
Cc1ccc(NC(=O)CSCC(=O)N2CCCc3ccccc32)cc1 | -0.3 | -9 | 3 | i | 0 | -1 | -5 | -43 | -1.0
COc1cc(NC(=O)CSc2nc3ccccc3cc2Cc2ccccc2)cc(OC)c1 | -0.1 | -7 | 26 | i | 3 | 0 | -1 | 2 | -0.2
O=C(O)c1cc(=O)c2cc(Cl)ccc2o1 | -0.6 | -3 | -9 | i | 2 | -4 | 1 | -1 | 1.9
COc1cc(NC(=O)C2=C(N3CCOCC3)/C(=C\c3ccc(Br)cc3)CC2)cc(OC)c1OC | -0.7 | -14 | 23 | i | 0 | -4 | -2 | -7 | 0.0
CN1CCC(OC(=O)COc2ccc(Br)cc2)CC1 | -1.1 | 1 | -5 | i | 2 | -11 | -12 | 11 | 0.3
CN1OCC(S(=O)(=O)c2ccccc2)C1c1ccccc1 (stereo not drawn) | -1.2 | 2 | -1 | i | 5 | -10 | -9 | 13 | -0.1
N=C1/C(=C\c2coc3ccccc3c2=O)C(=O)N=C2SC=CN12 | -0.3 | -152 | -43 | i | -3 | 2 | -53 | i | 1.2
COc1cccc(-c2nc(C(N)=O)c3[nH]c(=O)n(-c4ccccc4)c3n2)c1OC | 0.0 | -7 | 0 | i | 2 | 0 | 3 | 5 | -0.8
COc1ccc(S(=O)(=O)NC(C)C(=O)NCc2cccnc2)cc1OC (stereo not drawn) | -0.4 | 3 | -4 | i | 8.4* | -2 | 1 | 7 | 0.9
O=C(NCCc1ccccc1)c1cccc(NC(=O)c2ccccc2)c1 | -0.1 | -6 | -6 | i | -1 | -6 | 5 | 9 | -0.5
Cc1ccc(C(=O)NCC(=O)Nc2ccncc2)s1 | -0.4 | 0 | -4 | i | -1 | 0 | -1 | -8 | -0.4
CC(=O)Nc1nc(-c2cccs2)cs1 | -0.7 | -9 | -5 | i | 1 | -4 | -1 | 18 | -1.2
C/C=C\C(=O)Nc1cccc(C2=NOC3(C2)C[C@@H](C(N)=O)N(C(=O)c2ccccc2)C3)c1 (stereo partly drawn) | -0.3 | -11 | -11 | i | 1 | -1 | 0 | 12 | -0.6
Cc1ccc(S(=O)(=O)N2CCN=C2SCc2ccc(Cl)c(Cl)c2)cc1 | 0.3 | -9 | -2 | i | 0 | 0 | -2 | 9 | -0.6
O=C(Cn1nnc(-c2ccc(S(=O)(=O)N3CCCC3)cc2)n1)Nc1ccccc1-n1cccc1 | -0.6 | -3 | 15 | i | -2 | 4 | 0 | -4 | -0.4
CCC(C)(C)NC(=O)/C=C/c1cc(OC)c(OC)c(S(=O)(=O)N2CCc3ccccc32)c1 | -0.6 | -11 | 4 | i | 5 | -3 | 2 | 7 | 0.8
CCCCOCCCn1c(-c2ccco2)nc2nc3ccccc3nc21 | -0.9 | -45 | -2 | · | -6 | -4 | 20 | -42 | 0.8
COc1ccc(CCN2C(=NC(C)=O)SC3CS(=O)(=O)CC32)cc1OC (stereo not drawn) | -1.0 | 0 | -4 | i | 1 | -2 | 0 | -1 | -0.5
O=C(CCc1n[nH]c(=O)[nH]c1=O)Nc1cccc([N+](=O)[O-])c1 | 0.1 | -2 | -4 | i | 1 | -9 | -1 | 20 | 1.6
O=[N+]([O-])c1cccc(S(=O)(=O)NCCc2ccccc2)c1 | -2.5 | 13 | 12 | i | 3 | -2 | 4 | 3 | 0.1
CCOC(=O)N1CCN(C(=O)COc2cc(=O)n(C)c3ccccc23)CC1 | -0.9 | -7 | -5 | i | -3 | -6 | 3 | 4 | 0.5
COc1cccc(C=O)c1OC(=O)N1CCOCC1 | -0.6 | -3 | 0 | i | -4 | -4 | -2 | -4 | -0.8
CC(=O)c1ccccc1OCC(=O)Nc1cccc(S(=O)(=O)N2CCCC2)c1 | -0.5 | 0 | 14 | i | 7 | -8 | -2 | -8 | 0.6
(more compounds)
SMILES | TbMetRS inhib | E coli Lon inh | FAS-TE inh | Neddyl block | Rin1-Abl PPI inh | MsrA act | CSN inh | PABP1 MLLE inh | MsrA inh
Cc1ccc(NC(=O)CCc2c(C)nc3ncnn3c2C)nc1 | 0.0 | 5 | -10 | i | 0 | -2 | 0 | -4 | 0.4
COc1ccc(NC(=O)N2CCCC2C(=O)NCC2CCCCC2)cc1 (stereo not drawn) | -0.3 | -1 | -6 | i | 1 | -1 | 1 | -4 | 0.4
O=C(c1ccco1)N1CCN(C2CN(Cc3ccccc3)S(=O)(=O)C2)CC1 (stereo not drawn) | 0.5 | 9 | -14 | i | 2 | -2 | -4 | 4 | -0.2
C#CC(=O)N(c1cc(OC)ccc1OC)C(C(=O)NC1CCCC1)c1cccs1 (stereo not drawn) | -1.1 | -16 | 2 | i | -2 | -6 | 12 | 2 | ·
CC(OC(=O)[C@@H](NC(=O)OCc1ccccc1)C(C)C)C(=O)Nc1ccc(N2CCOCC2)cc1 (stereo partly drawn) | -0.3 | -4 | 2 | i | 0 | 0 | 0 | -6 | 0.7
Cc1ccc(CN(Cc2cccnc2)C(=S)Nc2cccc(Cl)c2C)cc1 | 0.5 | 19 | 32 | i | 0 | -2 | -4 | -9 | 0.0
c1csc(-c2nc3ccccc3s2)c1 | -0.9 | 8 | 10 | i | -5 | -7 | 3 | 29 | 1.9
COc1ccc(S(=O)(=O)N2CCC(C(=O)N3CCOCC3)CC2)cc1 | -0.5 | 3 | -8 | i | -1 | -5 | 5 | 2 | 0.3
Cc1ccccc1OCC(=O)OCC(=O)N1CCCc2ccccc21 | 0.0 | -5 | 3 | i | -3 | -2 | 4 | -6 | -0.5

3 compounds already listed, sorted by the value under MsrA act, highest first.
smiles	TbMetRS inhib	E coli Lon inh	Neddyl block	Rin1-Abl PPI inh	MsrA act	CSN inh	PABP1 MLLE inh	MsrA inh
COc1ccc(NC(=O)N2CCCC2C(=O)NCC2CCCCC2)cc1 (stereo not drawn)	-0.3	-1	i	1	-1	1	-4	0.4
Cc1ccccc1OCC(=O)OCC(=O)N1CCCc2ccccc21	0.0	-5	i	-3	-2	4	-6	-0.5
C#CC(=O)N(c1cc(OC)ccc1OC)C(C(=O)NC1CCCC1)c1cccs1 (stereo not drawn)	-1.1	-16	i	-2	-6	12	2	·

Assay outcomes from PubChem.
